SENP1 inh: blocks the human SENP1 SUMO protease catalytic domain. Q9P0U3. recombinant SENP1 catalytic domain, CyPet-SUMO1-YPet FRET cleavage. inhibition, % at 10 µM. hit rate 0.21% among 360,000. AID 624204;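 active = inhibition at least 30% at 10 µM, raw YFP signal under a set limit, fluorescence ratio 0.5 to 1.5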;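 also: 0% = enzyme with DMSO and 100% = no enzyme wells; some results filed as inactive read as strong as hits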
Target sequence (Q9P0U3 419-644 limits assumed): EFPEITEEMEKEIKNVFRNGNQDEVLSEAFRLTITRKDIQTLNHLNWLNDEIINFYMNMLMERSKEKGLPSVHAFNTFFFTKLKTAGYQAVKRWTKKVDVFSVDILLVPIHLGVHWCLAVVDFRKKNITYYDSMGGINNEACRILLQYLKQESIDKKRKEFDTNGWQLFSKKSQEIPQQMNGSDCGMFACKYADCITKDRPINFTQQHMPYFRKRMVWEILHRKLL
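Assay system: hSENP1 catalytic domain, recombinant. Amount: SENP1 enzyme, 20 pM final. Schedule: 50 min reaction, RT, dark. Technique: FRET, CFP and YFP emission. Control set: no-enzyme wells low, DMSO-plus-enzyme wells high control.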
UBC13 polyUb: blocks human UBC13 polyubiquitin chain formation; inhibition, % at 20 µM; TR-FRET; hit rate 0.47% among 330,000; P61088; in the data active = inhibition above about 45%, passing the limit was not always enough
MIN6 prolif: induces beta-cell replication in MIN6 cells | MIN6 cells proliferation, ATPlite luminescence, 48 h; cells starved in 0.2% serum; 100% = growth in 10% serum | proliferation, % at 10 µM | hit rate 0.29% among 330,000 | AID 2380;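 active = compounds whose signal lies at least 3.5 SD above the mean of all wells on their plate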;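 also: 0% = DMSO-treated cells in low-serum medium and 100% = 10% serum control; some compounds called inactive have numbers as strong as hits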
HKDC1 inh: inhibitors of human hexokinase HKDC1. Q2TB90. recombinant HKDC1, G6PDH/diaphorase resazurin coupled fluorescence. inhibition, % at 20 µM. hit rate 0.16% among 340,000;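 active = inhibition above about 35% when tested at 20 µM, limit read from the data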;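 also: plate controls were DMSO wells with enzyme for no effect and DMSO wells lacking enzyme for full effect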
Target sequence (Q2TB90 whole entry, looked up): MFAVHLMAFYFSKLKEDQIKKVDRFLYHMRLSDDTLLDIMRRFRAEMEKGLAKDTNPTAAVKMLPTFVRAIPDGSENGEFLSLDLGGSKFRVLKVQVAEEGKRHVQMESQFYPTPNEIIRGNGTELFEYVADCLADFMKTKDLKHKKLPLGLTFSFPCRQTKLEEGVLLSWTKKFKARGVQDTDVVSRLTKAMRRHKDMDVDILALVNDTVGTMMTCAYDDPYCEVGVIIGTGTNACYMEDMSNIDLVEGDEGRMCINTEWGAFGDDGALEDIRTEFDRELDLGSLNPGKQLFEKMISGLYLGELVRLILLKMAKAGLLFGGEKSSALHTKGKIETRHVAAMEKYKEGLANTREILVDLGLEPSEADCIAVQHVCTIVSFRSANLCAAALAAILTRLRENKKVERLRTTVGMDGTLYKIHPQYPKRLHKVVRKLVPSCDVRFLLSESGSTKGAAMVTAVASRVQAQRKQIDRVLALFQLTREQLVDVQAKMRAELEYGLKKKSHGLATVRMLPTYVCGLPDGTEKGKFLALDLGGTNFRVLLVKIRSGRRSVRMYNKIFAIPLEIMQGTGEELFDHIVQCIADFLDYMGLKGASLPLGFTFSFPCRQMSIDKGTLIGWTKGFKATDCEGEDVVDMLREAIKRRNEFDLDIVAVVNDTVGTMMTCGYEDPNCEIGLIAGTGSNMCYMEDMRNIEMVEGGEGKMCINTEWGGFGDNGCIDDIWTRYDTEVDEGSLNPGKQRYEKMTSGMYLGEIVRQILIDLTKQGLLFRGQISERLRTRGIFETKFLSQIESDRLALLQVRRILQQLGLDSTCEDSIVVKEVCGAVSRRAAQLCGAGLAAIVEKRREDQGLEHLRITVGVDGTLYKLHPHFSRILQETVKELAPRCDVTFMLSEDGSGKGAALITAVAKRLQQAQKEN
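Material: recombinant HKDC1 hexokinase; Amount: HKDC1 at 5 µg/mL; Medium: Tris pH 8.0 buffer with MgCl2, Tween-20, BSA, BME; Schedule: 90 min reaction incubation at room temperature, dark; Technique: coupled resazurin fluorescence, excitation 525 nm, emission 613 nm.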
SENP6 inh: SENP6 protease inhibition; Q9GZR1; Recombinant SENP6 catalytic domain, aminoluciferin luminescence; inhibition, % at 10 µM; hit rate 1.8% among 330,000; AID 2599;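 active = inhibition above about 50% at the single tested dose, limit read from the data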;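 also: plate controls were DMSO wells with enzyme for no effect and DMSO wells lacking enzyme for full effect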
PfG6PD inh: PfG6PD (Plasmodium falciparum) enzyme inhibition | PfGluPho enzyme, NADPH resazurin-diaphorase fluorescence | inhibition, % at 20 µM | hit rate 0.78% among 350,000 | AID 504690;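 active = inhibition reaching at least a set limit at 20 µM in the primary screen, cut at about 59% in these data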;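 also: 0% = DMSO wells with substrate and 100% = DMSO wells lacking glucose-6-phosphate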
SENP7 inh: SENP7 protease inhibition; hit rate 1.5% among 330,000; recombinant SENP7, Z-RLRGG-aminoluciferin luminescence, 40 min; inhibition, % at 5 µM;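 active = inhibition above about 50% at the single test dose, limit read from the data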;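 also: plate controls were DMSO with enzyme for no effect and no enzyme buffer wells for full effect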
SENP8 block-1: blocks human SENP8 cleavage of Nedd8 substrate; Q96LD8; recombinant SENP8, Nedd8 substrate fluorescence; inhibition, % at 20 µM; hit rate 0.64% among 360,000; AID 602440; in the data active = inhibition mostly above about 40%, no sharp cut-off; inactive = mostly below about 27%
SENP8 block-2: blocks the human protease SENP8 | Q96LD8 | purified SENP8, Z-RLRGG-aminoluciferin cleavage, luminescence | inhibition, % at 10 µM | hit rate 1.2% among 330,000 | AID 2540; in the data active = inhibition above about 50%
* hit, by the source's call; nt = no result given.

SMILES	SENP1 inh	UBC13 polyUb	MIN6 prolif	HKDC1 inh	SENP6 inh	PfG6PD inh	SENP7 inh	SENP8 block-1	SENP8 block-2
COc1cc(/C=N/NC(=S)Nc2cccc(Cl)c2C)ccc1OCC(=O)N1CC(C)OC(C)C1 (stereo not drawn)	3	-19	-1	-13	18	9	1	-4	-2
COc1ccc(C2CC(C(F)(F)F)n3nc(C(=O)O)c(Cl)c3N2)cc1OC (stereo not drawn)	1	-4	2	-6	2	-15	1	28	-10
O=C(Nc1ccc2c(c1)OCCO2)N1CCN(c2ccc(F)cc2)CC1	2	-2	-1	-2	0	-2	-4	21	0
Cc1ccc(-c2nn(CCC(=O)O)cc2/C=C\C(=O)c2ccc(Br)cc2)cc1	0	-14	-5	4	-17	-25	1	4	-9
COc1ccc(CCNC(=O)COc2cc(C)cc3oc(=O)c(C)c(C)c23)cc1OC	1	nt	nt	-4	nt	-8	nt	-5	nt
CCOC(=O)c1cccc(NC(=O)CN(c2ccc(C)cc2)S(=O)(=O)c2c(C)noc2C)c1	0	-6	-3	3	-5	8	-6	34	-1
COc1ccc(N2C(=O)CC(Sc3nnc(-c4ccccc4)o3)C2=O)cc1 (stereo not drawn)	1	4	-6	3	0	23	-1	11	4
CCCn1nnnc1SCC(=O)N1CCCC1	2	-12	-1	-2	-10	-2	-5	18	-1
CCOC(=O)c1cc2c(ccn2C)n1CC(=O)N(Cc1ccccc1)c1ccc(F)cc1	-2	-1	-4	8	2	-12	15	21	6
COCCn1c(SC)nnc1-c1c[nH]c2ccccc12	4	12	1	-6	0	-3	5	33	-6
O=C(Nc1cccc(C(=O)O)c1)/C(=C\C=C\c1ccccc1)NC(=O)c1ccccc1	0	-11	-3	-4	-7	-18	-6	0	14
COc1ccc(/C=N/NC(=O)CNC(=O)/C=C/c2ccccc2OC)cc1	0	22	-3	-7	14	1	-8	-65	-4
C=CC[C@@H](CC(=O)NCCO)C(=O)N[C@@H](COC(=O)[C@@H](CC=C)Cc1ccc(F)cc1)Cc1c[nH]c2ccccc12	0	31	0	2	-9	4	-8	4	0
CC(=O)OC(C(=O)NC1CCCCC1)c1ccc(C#N)cc1 (stereo not drawn)	-1	1	1	-2	6	2	0	3	6
C=CCC[C@@H](Cc1ccc(F)cc1)C(=O)OC[C@@H](Cc1c[nH]c2ccccc12)NC(=O)[C@H](CC=C)CC(=O)NCCO	2	42	-5	0	10	19	-7	4	-7
CCc1cccc(NC(=O)CN(C)S(=O)(=O)c2cccc3cccnc23)c1	-2	8	0	9	-2	-10	5	1	-4
CCOC(=O)c1[nH]c(=S)n(Cc2ccccc2)c1C(=O)OCC	2	nt	nt	2	nt	50	nt	-11	nt
CC1(C)Cc2c(sc(NC(=O)c3ccccc3)c2C(=O)O)CO1	-2	-7	-3	-7	-16	88*	44	-49	64*
CCOc1cc2[nH]c(=O)n(CCCC(=O)NCc3ccco3)c(=O)c2cc1OCC	1	9	1	1	4	11	5	-127	9
COc1ccccc1-n1c(SCC(=O)O)nc2c(sc(=S)n2-c2ccccc2C)c1=O	3	-1	0	3	12	31	2	12	5
CC(C)N1CCN(c2ccc(OC[C@H]3CO[C@](Cn4cncn4)(c4ccc(Cl)cc4Cl)O3)cc2)CC1	3	11	-8	-7	-6	6	-11	6	-9
S=c1[nH]nc(-c2ccc(Cl)cc2)n1CC1CCCO1 (stereo not drawn)	1	12	-3	6	4	39	3	-41	1
Cc1ccccc1C1C(C#N)=C2N=C(N)c3ccccc3N2C2=C1C(=O)CCC2 (stereo not drawn)	6	10	1	-5	-2	-5	5	36	2
CCOc1cc(NC(=O)c2ccccn2)c(OCC)cc1NC(=O)c1cccc(C)c1	-30	-2	4	-4	5	4	-1	-85	13

Whole records from above. Screens in order: SENP1 inh	UBC13 polyUb	MIN6 prolif	HKDC1 inh	SENP6 inh	PfG6PD inh	SENP7 inh	SENP8 block-1	SENP8 block-2
Shown for S=c1[nH]nc(-c2ccc(Cl)cc2)n1CC1CCCO1 (stereo not drawn) = 1	12	-3	6	4	39	3	-41	1
Shown for CC(=O)OC(C(=O)NC1CCCCC1)c1ccc(C#N)cc1 (stereo not drawn) = -1	1	1	-2	6	2	0	3	6

(cont.)
SMILES	SENP1 inh	UBC13 polyUb	MIN6 prolif	HKDC1 inh	SENP6 inh	PfG6PD inh	SENP7 inh	SENP8 block-1	SENP8 block-2
CNC(=S)N/N=C/c1c(C)nn(-c2ccccc2)c1Cl	0	-5	-2	-2	9	2	-3	15	3
CC1=CC(C)(C)N(C(=O)CSc2ncn[nH]2)c2ccc(C)cc21	1	6	0	-4	-4	-6	-6	16	-3
Cc1ccc(/C=C2\SC(=S)N(CCCC(=O)Nc3ccc(O)cc3)C2=O)cc1	2	-3	-3	2	12	2	14	11	-8
O=C(Cn1cnc([N+](=O)[O-])c1)NC1CCCC1	-1	-13	1	-5	-1	6	-14	7	-10
Cc1ccc(S(=O)(=O)N2CCN=C2c2ccccc2)cc1C	-1	-3	0	3	-23	5	-2	26	0
Cn1c(=O)c2nc(-c3ccc(Cl)cc3Cl)oc2c2ccccc21	1	13	0	3	-3	28	0	-367	2
O=C(Cn1c2ccccc2c2nc3n(c(=O)c21)CCCS3)Nc1ccccc1	0	-2	-3	2	14	1	0	-163	9
C/C(CC(=O)Nc1ccc2c(c1)OCCO2)=N\NC(=O)c1ccc([N+](=O)[O-])cc1Cl	1	-3	-3	-5	7	-15	-1	13	-16
Cc1cccc(C(=O)NNC(=O)c2cccc([N+](=O)[O-])c2)c1	0	0	1	-6	3	11	-2	13	5
CN(C)c1ccc(/C=N/NC(N)=S)cc1[N+](=O)[O-]	1	-119	5	-1	-20	7	-5	14	-6
Cc1ccc(-c2ccc(=O)n(CC(=O)NCCN(CC(C)C)CC(C)C)n2)cc1	0	-3	3	-1	3	0	-1	-1	-6
COc1ccc(NC(=O)C(c2ccccc2)N(C)C(=O)c2cnccn2)cc1 (stereo not drawn)	3	4	0	3	8	-5	4	2	-3
NC(=O)CC(NC(=O)Cc1cccc2ccccc12)c1ccc(NCc2cc(F)ccc2F)c([N+](=O)[O-])c1 (stereo not drawn)	23	-34	-7	-1	14	-2	1	23	4
O=C(O)c1cccc(NC(=O)C23CC4CC(C2)CC(n2cnc(Cl)n2)(C4)C3)c1	-1	3	1	1	2	-13	0	-74	1
CCN1CCN(c2nc3c(C)cccn3c(=O)c2/C=C(\C#N)S(=O)(=O)c2ccccc2)CC1	-14	-3	-1	0	-3	-3	2	-131	-4
c1ccc2[nH]c(CSc3nnc(-c4ccncc4)o3)nc2c1	-13	-4	-2	-6	-1	40	5	-141	-1
CC(C)CNS(=O)(=O)c1ccc(NC(=O)Cn2nc(-c3ccc(F)cc3)ccc2=O)cc1	2	11	0	-1	8	14	0	-6	7
COc1ccc(CCC(=O)OCC(=O)Nc2c(C)nn(-c3ccccc3)c2C)cc1	4	4	0	-11	3	12	-5	1	1
C=CCOC(=O)C1=C[C@H](c2coc3ccccc3c2=O)[C@@H](CCCO)[C@H](OCC)O1	3	-6	-4	-3	-6	4	7	12	-7
O=C(CCN1C(=O)[C@@H]2Cc3ccccc3CN2C1=O)NCc1ccccc1Cl	1	-1	1	15	-1	9	-1	5	-5
Cc1cc(C)nc(/N=C(\N)Nc2ccc([N+](=O)[O-])cc2)n1	0	2	0	-11	-3	42	0	14	-6
CC(=O)Nc1ccc(S(=O)(=O)NCCC(=O)Nc2ccc(C)cn2)cc1	1	-3	4	2	-5	-5	7	1	-7
N=c1n(CCN2CCCC2)c2ccccc2n1CC(O)c1ccco1 (stereo not drawn)	-4	6	-2	1	-23	2	-1	0	-2
CCn1c(SCC(=O)NCc2ccc3c(c2)OCO3)nnc1-c1ccco1	0	-2	0	-3	-26	-21	-1	15	-7
COc1ccc(-n2c(C)cc(C(=O)CN3C(=O)C(=O)N(Cc4ccccc4)C3=O)c2C)cc1	1	-3	-5	11	-8	-18	-3	1	1
N#Cc1cnn2c(C(F)(F)F)c3c(nc12)CCCC3	3	-2	-2	-10	-11	-10	3	-46	-3
CN(Cc1ccccc1)C(=O)COC(=O)c1ccc[nH]c1=O	2	14	1	1	16	-1	4	-12	-7
COC(=O)C1=C(C)N(c2ccc(C)cc2)/C(=C/c2cccs2)C1=O	-3	-11	-4	7	-3	-2	16	4	-2
COc1cccc(NC(=O)CN(C)CC(=O)Nc2ccc(C)c([N+](=O)[O-])c2)c1	2	2	4	-2	-16	10	0	18	-5
COc1ccc(C(=O)NCC2CCCN2S(=O)(=O)c2cccs2)cc1 (stereo not drawn)	-2	-4	-1	3	-25	-9	-11	14	-12
CCCCC[C@H]1CN(Cc2ccc(OC)cc2)C(=O)[C@@H]1CC(=O)NCc1ccccc1	0	5	-8	-2	-8	6	-2	4	5
CC(C)[C@@H](N)C(=O)N/N=C/c1ccc2ncccc2c1	-2	-1	1	8	-3	6	1	4	-2
CN(C)C(CNC(=O)CSc1nc2ccccc2c(=O)n1Cc1ccco1)c1ccccc1 (stereo not drawn)	-2	-1	-4	-3	4	5	-1	8	1
OC1CCN(c2c3c(nc4cc(-c5ccc(Cl)cc5)nn24)CCC3)CC1	3	5	-3	0	-8	40	-1	-433	-3
COc1cc(N(C(=O)Cc2cccs2)C(C(=O)NC2CCCCC2)c2ccc(C)cc2)ccc1-n1cnnn1 (stereo not drawn)	4	-8	-2	-13	-29	-4	1	3	1
CCn1c(=O)c(C(=O)Nc2ccccc2S(N)(=O)=O)c(O)c2ccccc21	1	32	-4	2	-15	8	-5	-75	-4

4 records picked at random from those above, as already listed:
SMILES	SENP1 inh	UBC13 polyUb	MIN6 prolif	HKDC1 inh	SENP6 inh	PfG6PD inh	SENP7 inh	SENP8 block-1	SENP8 block-2
CN(Cc1ccccc1)C(=O)COC(=O)c1ccc[nH]c1=O	2	14	1	1	16	-1	4	-12	-7
COc1cc(N(C(=O)Cc2cccs2)C(C(=O)NC2CCCCC2)c2ccc(C)cc2)ccc1-n1cnnn1 (stereo not drawn)	4	-8	-2	-13	-29	-4	1	3	1
CN(C)C(CNC(=O)CSc1nc2ccccc2c(=O)n1Cc1ccco1)c1ccccc1 (stereo not drawn)	-2	-1	-4	-3	4	5	-1	8	1
CC(C)[C@@H](N)C(=O)N/N=C/c1ccc2ncccc2c1	-2	-1	1	8	-3	6	1	4	-2

Following part:
SMILES	SENP1 inh	UBC13 polyUb	MIN6 prolif	HKDC1 inh	SENP6 inh	PfG6PD inh	SENP7 inh	SENP8 block-1	SENP8 block-2
O=C(Cc1c(F)cccc1Cl)Nc1ccccc1N1CCCCC1	-3	-4	-4	-3	-25	-15	-3	6	-10
Cc1nnc(SCc2nnc(-c3ccc(Cl)cc3)o2)n1-c1ccccc1	3	-5	-2	-3	-19	-2	9	-1	-6
O=C(CSc1nnc(NC(=O)c2ccccc2)s1)NC1CCCC1	3	7	-5	3	16	-18	21	8	0
CCOC(=O)c1c(C)[nH]c(C(=O)OCC(=O)NCc2ccc(OC)c(OC)c2)c1C	-1	9	9	-5	-5	-17	2	1	-4
COc1ccccc1NS(=O)(=O)c1cccc(C(=O)N/N=C2\CC(=O)CC(C)(C)C2)c1	-12	1	-3	-5	-2	-15	2	-14	2
CC(Oc1cc2oc(=O)c3c(c2cc1Cl)CCCC3)C(=O)NCC1CCC(C(=O)O)CC1 (stereo not drawn)	0	0	-1	0	16	15	-1	-212	6
COc1ccc(CC(=O)N2N=C(C)CC2(O)c2cccnc2)cc1 (stereo not drawn)	0	5	-3	-8	-3	-21	6	4	-2
CNC[C@H]1Oc2c(NC(=O)c3ccc(-c4nccs4)cc3)cccc2C(=O)N([C@@H](C)CO)C[C@@H]1C	2	6	5	-6	8	8	-16	10	10
C=CCn1c(SCC(=O)NCC2CCCO2)nc2c([nH]c3ccccc32)c1=O (stereo not drawn)	0	-7	-3	-3	-9	14	-12	-31	-13
